Compound activity: PubChem BioAssay, National Center for Advancing Translational Sciences (NCATS)
p53ts 39C tox: cytotoxicity in p53ts cells at nonpermissive temperature. AID 902. H1299-p53A138V viability at 39C, ATP luminescence, 24 h. Potency, µM (doses to about 46.1 µM), for the others: at the top dose activity change, negative = cell killing, hits mostly cytotoxic. hit rate 1.5% among 130,000; further: nearly all actives have a fitted effect of over 55% in size
p53ts 32C kill: p53ts cell cytotoxicity, permissive temperature. Potency, µM (titrated, usually from 46.1 µM), without a hit: at the highest dose activity change, negative = cytotoxicity, hits mostly cytotoxic. H1299-p53A138V at 32C, ATP luminescence viability, 24 h. hit rate 0.93% among 130,000;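 further: 0% = DMSO and -100% = full killing by reference compound; nearly all actives have a fitted effect of over 55% in size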
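ATP-content luminescence (ATPlite) read-out after 24 h compound exposure at 32C in H1299-p53A138V cells (600/well). Tested up to 46 uM. Normalized to DMSO (0%) and 100 uM tamoxifen (100% killing); Hill-fit AC50.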
IkB sig inh: inhibitors of IkB signaling in ABC-DLBCL cells. AID 445. ABC-DLBCL IkBa-CBG/CBR dual luciferase ratio, 4 h; response scale: scaled: untreated 0%, proteasome inhibitor 100%. Potency, µM (doses to about 57.1 µM), inactives show at the top dose IkBa stabilization activation. hit rate 0.04% among 110,000; active means well fitted curve in the direction sought with a large enough effect in the signal ratio, not every such curve was filed as active; inconclusive means small, poorly fitted or top-dose-only effect, or a change in a side signal; the % refers to the signal ratio;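 further: the direction sought is a rising ratio; 0% = basal untreated cells and 100% = reference inhibitor full response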
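Curves were fitted separately to fusion (green), unfused (red) and ratio luminescence, then classed by r2, magnitude and activity. Cells: OCI-Ly3, 4 h compound plus doxycycline at 37C; 10 uM MG-132 defined full response.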
Imprint erasure: induces erasure of genomic imprints in mouse ES cells | mouse ES Peg3-LacZ reporter, beta-gal luminescence, 40 h | Potency, µM (series often up to 60.7 µM), inactives show at the top dose activity change, positive = activation, hits mostly activators | hit rate 0.02% among 110,000 | AID 1948;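 further: 0% = negative control wells on the plate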
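Gelatin-coated wells received 300 freshly trypsinized female ES cells with a Peg3LacZ-Neo reporter on the maternal allele, then incubated 40 hours at 37C. BetaGlo was added for 5 minutes at room temperature before a single luminescence read.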
* marks the source's active call; other numbers are inactive results; ? = inconclusive; nt = not tested or not shown; [ ] = dose if it differs, or a comment. Unless noted, the call rests on the fitted dose curve; in most records, active means well fitted curve in the direction sought with a large enough effect; inconclusive means small, poorly fitted or top-dose-only effect, or another doubt; inactive means no such curve, though single readings can be large; an effect the other way counts as inactive or inconclusive. Unless noted, on the % scale 0 is the no-effect control and ±100 the full control effect; potency means the concentration at half of the fitted maximal effect.

SMILES	p53ts 39C tox	p53ts 32C kill	IkB sig inh	Imprint erasure
CCOc1ccc(CNC(=O)c2ccc3c(c2)nc2n3CCCCC2)cc1	?	-25.3%	?	-7.4%[10.9 µM]
Nc1ccn([C@@H]2O[C@H](COC(=O)C34CC5CC(CC(C5)C3)C4)[C@@H](O)[C@@H]2O)c(=O)n1	-2.5%[9.22 µM]	4.2%[9.22 µM]	-0.2%[11.4 µM]	-12.4%[10.9 µM]
COc1cc2c(C#N)c(N3CCCCC3)nc(N)c2c(N)n1	-26.1%	-5.7%	-2.3%	-16.5%
CCOC(=O)c1cnc2c(Cl)c(Cl)ccc2c1Nc1ccc(N(C)C)cc1	10.4%	-1.1%	?	-3.3%[10.9 µM]
Cn1cc(S(=O)(=O)N2CCN(C(=O)c3ccco3)CC2)c(=O)n(C)c1=O	9.3%	3.9%	3.2%	-9.7%
Cc1ccc(Cl)cc1N1CCN(C(=O)Cn2nc(C)n3c(cc4sccc43)c2=O)CC1	-22.4%	5.9%	?	10.9%[10.9 µM]
COc1ccccc1N1CCN(C(=O)c2ccccc2Oc2ccccc2)CC1	7.8%	-0.5%	?	4.7%
Cc1occc1-c1nnc(SCC(=O)N2CCCc3ccccc32)n1Cc1ccco1	-3.8%	3.2%	3.8%	-9.4%
O=C(Nc1ccc(F)cc1)N1CCOCC1	4.1%	15.4%	0.0%	nt
O=C(NCc1ccco1)c1cccc2c1C(=O)N(C1CCCCC1)C2	16.5%	12.0%	-0.3%	-5.6%
CC1=C(C(=O)Nc2ccccn2)C(c2cccnc2)n2nnnc2N1 (stereo unspecified)	1.6%	-5.2%	-1.3%	-5.8%
CC1=C/C(=C(/c2ccc(O)c(C)c2)c2ccccc2C(=O)O)C=CC1=O	-1.7%[9.22 µM]	0.6%[9.22 µM]	2.9%[11.4 µM]	-8.1%[10.9 µM]
Cc1cc(C)c2c(n1)nn1c(N3CCN(c4cccc(Cl)c4)CC3)cc(C)nc21	-3.8%	-0.6%	3.5%	0.4%
O=c1cc(-c2ccc(Cl)c(Cl)c2)[nH][nH]1	12.1%	4.2%	?	2.4%
COc1ccc(CN2C(=O)c3cccnc3C2Nc2cc(Cl)c(OC)cc2OC)cc1 (stereo unspecified)	5.9%	5.2%	-0.9%	-5.5%
Cc1ccc(Cl)cc1N1CCN(C(=O)c2c(C)oc3ncnc(N4CCOCC4)c23)CC1	-3.6%	0.0%	?	5.1%[10.9 µM]
CCOc1ccc2c(c1)c(=O)c(C(=O)c1ccccc1)cn2Cc1ccccc1	-15.4%	-5.1%	?	-4.4%[10.9 µM]
O=C(NCCC1=CCCCC1)c1ccc2c(c1)N(Cc1ccc(Cl)cc1)C(=O)c1ccccc1S2=O (stereo unspecified)	-7.7%	20.5%	?	8.4%[10.9 µM]
C[C@@H]1/C=C\CC(=O)OC[C@H](C)C(=O)N2CCC[C@@H]2C(=O)OC1	9.1%[9.22 µM]	0.4%[9.22 µM]	nt	nt
CCN1CCCC1CN(Cc1cc2cc(C)cc(C)c2[nH]c1=O)C(=O)Nc1ccccc1OC (stereo unspecified)	-3.4%	-2.8%	1.8%	-7.5%
CCOC(=O)c1cc(S(=O)(=O)N2CCN(c3ccccc3)CC2)[nH]n1	-3.3%	1.6%	0.7%	3.1%[10.9 µM]
CCOC(=O)c1c(N)n(-c2cc(C)cc(C)c2)c2nc3ccccc3nc12	15.3%	7.3%	3.7%	-10.6%[10.9 µM]
CCCN(CCC(=O)Nc1ccccc1F)CC1CC1	8.4%	-0.6%	3.4%	-12.3%
Cc1ccc(N(C(=O)c2ccc(S(=O)(=O)N3CCOCC3)cc2)C2C=CS(=O)(=O)C2)cc1 (stereo unspecified)	2.3%	-0.1%	1.6%	-1.3%
Cc1cccc(C)c1Nc1c(-c2ccc(O)cc2)nc2sccn12	-20.1%	12.8%	?	-7.7%[10.9 µM]
O=S(=O)(Nc1nc2n(n1)C(c1ccc(F)cc1)C=C(c1ccccc1)N2)c1ccc(Cl)cc1 (stereo unspecified)	-6.5%	3.9%	0.9%	-6.1%[10.9 µM]
C=CCn1c(SCn2nnc3ccccc3c2=O)nnc1C1CCCCC1	-0.3%	-1.6%	0.0%	-10.6%
Cc1ccc(N(CC(=O)Nc2ccc(F)cc2F)S(=O)(=O)c2cccs2)cc1	-10.4%	6.7%	?	-1.8%[10.9 µM]
Cn1c(=O)c2c(-c3ccccc3)n(CCCO)cc2n(C)c1=O	8.0%	-0.7%	1.0%	-13.1%[10.9 µM]
COC(=O)c1ccc2c(=O)n3c(nc2c1)SCC(c1ccccc1)=N3	7.0%	-3.8%	1.2%	-9.8%
Cn1nc(-c2ccccc2F)c2cc(C(=O)N3CCN(C(=O)c4ccco4)CC3)sc21	6.1%	31.3%[activator]	?	-26.2%
CCCNC(=O)OC[C@@H]1O[C@H](CCO/N=C(\C)CCN2CCc3nc(CC)c(CC)cc3C2)C=C[C@@H]1Oc1ccc(OC)cc1	-0.3%[9.22 µM]	3.1%[9.22 µM]	nt	nt
CC1(C)NC(=O)N(CCCCOc2ccc3c(c2)CCC3)C1=O	-17.8%	-14.4%	-3.8%	-14.9%
Cc1occc1-c1nnc(SCC(=O)NCc2ccco2)n1CC(C)C	10.5%	8.4%	1.5%	-4.9%
CC(=O)Nc1cc2c(cc1C(=O)c1ccc(C)cc1)OCCO2	-5.4%	-4.0%	0.0%	5.6%
O=C(O)COc1cccc2nsnc12	3.5%	6.6%	-0.5%	-4.2%
COc1ccc(-n2nnnc2SCC(=O)N2C(C)CCCC2C)c(OC)c1 (stereo unspecified)	3.9%	3.4%	1.1%	-11.2%
O=C(NC1CCCCC1)C(c1ccco1)N(Cc1ccco1)C(=O)c1ccco1 (stereo unspecified)	6.2%	8.1%	1.4%	-7.6%
COc1ccc(-c2c(C)nn3c(C(F)(F)F)cc(-c4ccccc4)nc23)cc1OC	26.6%	3.0%	-4.7%	9.9%[10.9 µM]
Cn1c(=O)n(C)c2cc(CNCc3ccc(C(=O)O)cc3)ccc21	3.8%	12.0%	0.2%	-6.9%[10.9 µM]

Single entries from the list.
IkB sig inh result of O=C(NC1CCCCC1)C(c1ccco1)N(Cc1ccco1)C(=O)c1ccco1 (stereo unspecified) stands at 1.4%
Imprint erasure result of Cc1occc1-c1nnc(SCC(=O)NCc2ccco2)n1CC(C)C stands at -4.9%

The list goes on:
SMILES	p53ts 39C tox	p53ts 32C kill	IkB sig inh	Imprint erasure
N#CCCNCC1(c2ccccc2)CCCC1	2.5%	-2.5%	0.2%	-5.3%
Cc1ccc(C2/C(=C(\O)c3c(C)nc4ccccn34)C(=O)C(=O)N2CCCN(C)C)o1 (stereo unspecified)	-7.5%	1.3%	-1.9%	12.7%
COCC(=O)N1CCC2(CC1)CN(C(=O)Nc1cccc(F)c1)C2	-4.5%	0.6%	-2.9%[11.4 µM]	nt
Cc1cccc(N2CCN(C(=O)C3CCCN(S(=O)(=O)c4cccc5nsnc45)C3)CC2)c1C (stereo unspecified)	-5.0%	-3.3%	?	8.0%[10.9 µM]
Cc1cnc(CNc2ncnc3ccc(-c4ccc5c(c4)OCO5)cc23)cn1	-3.3%	9.6%	2.1%[11.4 µM]	?
COc1cc(S(=O)(=O)N2CCOCC2)ccc1NC(=O)COC(=O)C12CC3CC(CC(C3)C1)C2	3.7%	-1.1%	1.3%	-6.0%
COC(=O)c1ccc2c(=O)n(CCCCCC(=O)N3CCN(c4cc(C)ccc4C)CC3)c(=O)[nH]c2c1	6.31µM*	15.8µM*	?	12.7%[10.9 µM]
COc1ccc(C(=O)OCc2cc3cccc(C)c3[nH]c2=O)cc1	16.0%	6.1%	2.2%	-13.6%
COc1ccc(Cl)cc1N(C)C(=O)C(=O)Nc1ccc2nc3n(c(=O)c2c1)CCCCC3	-19.3%	3.4%	?	3.1%[10.9 µM]
COc1cc2c(cc1OC)CN(C(=O)COc1ccc(C)c(C)c1)CC2	13.7%	-5.1%	1.0%	-8.8%

In the list so far, 3 have two or more sulfur atoms.
SMILES	p53ts 39C tox	p53ts 32C kill	IkB sig inh	Imprint erasure
Cc1ccc(N(C(=O)c2ccc(S(=O)(=O)N3CCOCC3)cc2)C2C=CS(=O)(=O)C2)cc1 (stereo unspecified)	2.3%	-0.1%	1.6%	-1.3%
Cc1ccc(N(CC(=O)Nc2ccc(F)cc2F)S(=O)(=O)c2cccs2)cc1	-10.4%	6.7%	?	-1.8%[10.9 µM]
Cc1cccc(N2CCN(C(=O)C3CCCN(S(=O)(=O)c4cccc5nsnc45)C3)CC2)c1C (stereo unspecified)	-5.0%	-3.3%	?	8.0%[10.9 µM]

Additional compounds follow:
SMILES	p53ts 39C tox	p53ts 32C kill	IkB sig inh	Imprint erasure
COc1ccc(C(=O)Cn2c(=O)n3nc(CCn4nc(C)cc4C)nc3c3cc(OC)c(OC)cc32)cc1	6.0%	5.7%	0.1%	-11.3%[10.9 µM]
CCCCOC(=O)c1ccc(OC(=O)c2cccnc2)cc1	-2.2%	-2.9%	-1.7%	-11.0%
Clc1cccc(NCc2nnc(SCc3ccccc3)o2)c1	-14.6%	-3.6%	0.3%	-12.3%
CCCCCn1c(CNC(=O)CC)nc2ccccc21	-1.2%	-19.1%	2.1%	-16.3%
CC1CCCN(c2csc3ccc(F)cc3c2=O)C1 (stereo unspecified)	-21.4%	-25.8%	?	-18.1%[10.9 µM]
Cn1c(=O)c(=O)n(C)c2cc(N3CCOCC3)c(NS(=O)(=O)c3ccc(Cl)cc3)cc21	-25.1%	-4.0%	-0.2%	-7.7%[10.9 µM]
O=C(NC1=NCCS1)c1csc2ccccc12	?	12.6µM*	nt	nt
N/C(=N\O)C1COc2ccccc2O1 (stereo unspecified)	-1.8%	2.8%	-0.4%	2.9%
Cc1c(C2Nc3ccccc3C(=O)N2O)cnn1C (stereo unspecified)	14.9%	7.5%	nt	nt
COCC(=O)N1CCC2(CCN(Cc3cc(C(F)(F)F)cc(C(F)(F)F)c3)CC2)CC1	-16.7%	-2.4%	1.0%[11.4 µM]	nt
COc1ccccc1N1CCN(C(=O)c2cnc(N3CCCCC3)c3ccccc23)CC1	?	2.7%	1.6%	-5.1%[10.9 µM]
Cc1nc2sc(C(c3cccs3)N3CCN(Cc4ccccc4)CC3)c(O)n2n1 (stereo unspecified)	-9.0%	5.4%	-0.7%	-14.9%
Cc1ccc(CNC(=O)C(=O)NCC(c2cccnc2)N2CCN(c3ccccc3F)CC2)cc1 (stereo unspecified)	-17.5%	?	?	-9.8%[10.9 µM]
Cc1cc(C)n(CC(=O)Nc2cc(F)ccc2F)c(=O)c1C#N	-9.1%	7.9%	?	-5.6%[10.9 µM]
CN(C(=O)c1cccs1)c1ccccc1C(=O)O	-5.6%	-5.0%	1.4%	4.5%
O=C(Nc1ccc(-c2nc3ccccc3o2)cc1)c1cc(-n2cnnc2)ccc1Cl	-3.7%	-8.3%	nt	nt
O=C(COc1ccccc1Cl)Nn1cnnc1	18.5%	2.0%	-2.5%	-7.7%
CCCCNC(=O)CN(C1CCCCC1)S(C)(=O)=O	8.9%	-3.5%	-4.1%	?
O=C(CSc1nc2ccsc2c(=O)n1Cc1ccccc1F)NCc1ccccc1	-21.0%	5.8%	3.4%	-2.6%[10.9 µM]
Cc1cccc(C2N=C(N)Nc3nc4ccccc4n32)c1 (stereo unspecified)	10.2%	-18.5%	0.3%	-5.4%[10.9 µM]
Cc1cc(NC(=O)c2cc(C3CC3)on2)n(-c2ccccc2)n1	-14.7%	2.8%	1.2%	-15.4%
CC1(C(=O)NCCN2CCOCC2)C=CC2(CCCCC2)N1C(=O)c1ccccc1 (stereo unspecified)	-2.0%	2.4%	nt	-7.4%
O=C(CSc1ccc2nnc(-c3cccnc3)n2n1)N1CCOCC1	?	2.2%	-1.4%	-14.2%
CC1CCN(C(=O)c2c(NC(=O)c3ccccc3Cl)sc3c2CCC(C(C)(C)C)C3)CC1 (stereo unspecified)	8.1%	5.9%	?	-16.1%[10.9 µM]
O=C(Cn1ccn(-c2ccc(F)cc2)c(=O)c1=O)NCCc1ccccc1	-13.0%	-6.6%	-1.8%	-11.0%[10.9 µM]
COC(=O)c1cccc(NC(=O)C2COc3ccccc3O2)c1C (stereo unspecified)	-5.6%	10.2%	nt	nt
COc1ccc(C2/C(=C(/O)c3ccc(C)cc3)C(=O)C(=O)N2C)cc1 (stereo unspecified)	-1.4%	-2.0%	nt	nt
